HT1080 cytotoxicity: HT1080 cell viability loss – fluorescence readout (AID 620) | HT1080 viability, fluorescence; higher % means a stronger effect | cytotoxicity, % at 10 µM, or EC50 in µM where a hit was titrated | actives 0.42% (n = 87,000);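 note: cells exposed to compound overnight then 4 h with Alamar Blue; 0% = vehicle DMSO and 100% = killing control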
PMK inhibit: S. pneumoniae PMK inhibition; purified PMK, PK/LDH-coupled NADH absorbance 340 nm; inhibition, % at 10 µM; actives 0.49% (n = 65,000); AID 539;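 active = top-ranked compounds by inhibition in the single 10 µM screen, taking a fixed number of the strongest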;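 note: 0% = full reaction with DMSO carrier and 100% = background rate without enzyme reaction; no value below 0 was filed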
KRASV12 cytotoxicity: viability loss of HPDE-C7K cells – cell-based, fluorescence, HTS, primary screen (AID 431). cytotoxicity, % at 10 µM, or EC50 in µM where a hit was titrated. HPDE-C7K KRASV12 cells, Alamar Blue viability, 48 h; higher % means a stronger effect. actives 1.7% (n = 63,000);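 active = compounds whose percent cytotoxicity in the single-dose primary screen, scaled between solvent and toxic-drug controls, exceeds 50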;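 note: 0% = DMSO solvent wells and 100% = doxorubicin-treated wells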
HPDE-C7 cytotoxicity: cytotoxicity in HPDE-C7 cells, cell-based, fluorescence, HTS (AID 430); actives 1.8% (n = 63,000); HPDE-C7 pancreatic duct cells viability, fluorescence; higher % means a stronger effect; cytotoxicity, % at 10 µM, or EC50 in µM where a hit was titrated;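 note: cells exposed to compound for 48 hours before viability readout; 0% = vehicle and 100% = reference cytotoxic drug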
LYP inhibition: inhibition of human PTPN22 tyrosine phosphatase – biochemical, DiFMUP fluorescence, recombinant catalytic domain, 10 µM, primary screen (AID 606) | 52,000 tested, under 10 active | recombinant LYP catalytic domain, DiFMUP fluorescence; higher % means a stronger effect | inhibition, % at 10 µM; hits with a dose series show IC50 in µM;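 active = IC50 under 40 µM in the dose-response test; inactive = IC50 of 40 µM or more, or never dose-tested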
Alkaline phosphatase: inhibition of tissue-nonspecific alkaline phosphatase – biochemical, luminescent (AID 518); purified TNAP enzyme, luminescent substrate readout; higher % means a stronger effect; inhibition, % at 20 µM, or IC50 in µM where a hit was titrated; actives 0.09% (n = 64,000); in the data active = a potency from the dose series; inactive = the rest, 99 in 100 with inhibition below about 22%;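 note: plate controls were vehicle for no effect and reference inhibitor for full effect; many of its hits are not listed in these tables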
MK inhibit: S. pneumoniae mevalonate kinase inhibition; purified MK, PK/LDH-coupled NADH absorbance 340 nm; AID 555; actives 0.48% (n = 65,000); inhibition, % at 10 µM;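 active = ranked among the strongest by inhibition in the single 10 µM screen, a fixed top-ranked set picked for dose follow-up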; note: no value below 0 was filed
Spn DPM-DC inh: S. pneumoniae DPM-DC inhibition. AID 556. calls only at 10 µM. purified DPM-DC, PK/LDH coupled NADH fluorescence. actives 0.49% (n = 65,000);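 active = the 320 compounds with the highest percent inhibition in the single-dose primary screen, excluding strongly autofluorescent ones, cut at about 32% in these data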;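 note: kinetic rate of NADH fluorescence loss reporting ADP formed by the decarboxylase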
Bfl-1 inhibitors: Bfl-1 inhibitors, primary screen, biochemical, fluorescence polarization, FITC-Bid, mouse (AID 432). FITC-Bid BH3 peptide fluorescence polarization displacement; higher % means a stronger effect. displacement, % at 20 µM; hits with a dose series show IC50 in µM. actives 0.02% (n = 64,000); in the data active = a potency from the dose series; inactive = the rest, 99 in 100 with displacement below about 15%; note: strong numbers were not always called active
PMK inhibit pilot replicates: second read-out of PMK inhibit, no call of its own (marks repeat the call); inhibition, %; measured here: pilot screen replicates
MK inhibit pilot replicates: second read-out of MK inhibit, no call of its own (marks repeat the call); inhibition, %; measured here: pilot screen replicates
Spn DPM-DC inh pilot screen %: recorded beside Spn DPM-DC inh, whose call it bears; inhibition, %; measured here: pilot screen trials
The depositor's hits bear a star; i = inactive; . = no result given. Cut-off read from the data, not from the text of the source, unless noted: active = cytotoxicity above about 50%; inactive = the rest. Compounds were not picked by outcome. About 3.5% of those tested had a hit in this group.

SMILES	HT1080 cytotoxicity	PMK inhibit	KRASV12 cytotoxicity	HPDE-C7 cytotoxicity	LYP inhibition	Alkaline phosphatase	MK inhibit	Spn DPM-DC inh	Bfl-1 inhibitors	others
CCN(CC)c1ccc(NC(=O)CSc2nnc(N)s2)cc1C	2%	8	-9%	-4%	1%	4%	5	i	4%
CCOc1ccc(Cn2nnc(C(=O)Nc3cc(OC)cc(OC)c3)c2N)cc1	6%	4	-6%	-8%	5%	12%	4	i	-3%
CCCCNC(=O)NC1C(NC(=O)NCCCC)N(C)C(=O)N1C (stereo not drawn)	-7%	12	-3%	-2%	.	8%	12	i	-2%
O=C1CC(c2nc3ccccc3[nH]2)CN1c1ccccc1F (stereo not drawn)	-10%	5	-9%	-4%	3%	5%	3	i	6%
Cc1ccc2cc3cc(C(=O)NCCN4CCOCC4)oc3nc2c1	0%	5	8%	1%	-2%	7%	0	.	-6%	PMK inhibit pilot replicates=7.5;MK inhibit pilot replicates=0.0
O=C(c1ccco1)N1C2C=CC(C2)C1(C(F)(F)F)C(F)(F)F (stereo not drawn)	-3%	14	0%	7%	-2%	6%	5	i	-3%
CC(C)(C)c1cc(C(=S)N2CCN(CCO)CC2)cc(C(C)(C)C)c1O	3%	6	-14%	-4%	4%	16%	9	i	-5%	PMK inhibit pilot replicates=2.5;MK inhibit pilot replicates=2.0;Spn DPM-DC inh pilot screen %=4.0
CC(C)c1cc(C(=O)NC2CCCCC2)no1	-3%	14	-8%	-9%	0%	9%	0	i	3%
COc1ccc(Cc2nnc(SCc3nc4ccccc4c(=O)[nH]3)n2C)cc1	-1%	11	3%	1%	2%	7%	5	i	1%
Cc1cc(C)c(O)c(-c2cc(C(=O)Nc3ccc(S(=O)(=O)N4CCOCC4)cc3)[nH]n2)c1	8%	5	9.3µM*	9.4µM*	.	-20%	2	i	-2%
CC(=O)NC(C)(C)C1CC=C(C)/C(=N\O)C1 (stereo not drawn)	23%	5	4%	-1%	.	-6%	3	i	-1%
COC(=O)c1c(NC(=O)CN2CCC(C(N)=O)CC2)c2c(C)cccc2n1C	3%	16	5%	-6%	4%	10%	6	i	-3%
CC(=O)Nc1ccc(S(=O)(=O)NCc2csc(-c3cccnc3)n2)cc1	9%	10	7%	-1%	15%	20%	4	i	1%	PMK inhibit pilot replicates=3.0;MK inhibit pilot replicates=0.0;Spn DPM-DC inh pilot screen %=0.0
c1ccc(N2CCN(c3ncnc4c3oc3ccccc34)CC2)cc1	3%	5	-13%	-6%	.	10%	2	i	-9%
Cn1c(=O)oc2cc(S(=O)(=O)N3CCC(C(=O)NCc4cccs4)CC3)ccc21	-4%	9	-5%	-9%	12%	1%	6	i	-2%
O=C(C1CCN(S(=O)(=O)c2cccc3cccnc23)CC1)N1CCN(C2CCCC2)CC1	7%	0	2%	-10%	-5%	1%	0	i	9%
Cc1ccc(C)c2[nH]c(=O)c(C(c3nnnn3Cc3ccco3)N3CCc4ccccc4C3)cc12 (stereo not drawn)	-1%	8	12%	14%	.	14%	8	i	-5%
Brc1ccc(-c2cnc(-c3cccs3)o2)cc1	-21%	7	-10%	-13%	.	13%	2	.	-14%
Cc1ccc2c(c1)cc(CN(Cc1ccco1)C(=O)COc1ccccc1)c1nnnn12	22%	13	-28%	-21%	.	13%	0	i	-3%
CCC(C)Nc1nc(OCC(F)(F)F)nc(OCC(F)(F)F)n1 (stereo not drawn)	8%	12	4%	4%	2%	20%	10	i	0%
CC1(C)Cc2cccc(OCC(O)CN3CCN(c4ccccn4)CC3)c2O1 (stereo not drawn)	10%	23	4%	-7%	5%	13%	2	i	3%	PMK inhibit pilot replicates=1.5;MK inhibit pilot replicates=0.0;Spn DPM-DC inh pilot screen %=0.5
CCN(C(=O)CSc1ccc2c(c1)OCCO2)C1CCS(=O)(=O)C1 (stereo not drawn)	18%	0	-13%	-11%	.	-2%	3	i	-2%
CC(C)(C)OC(=O)N[C@H](Cc1ccccc1)C(=O)N1CCC(C(=O)O)CC1	3%	13	-31%	-25%	0%	16%	9	i	-8%
O=C(Cn1c(=O)oc2ccccc21)c1ccccc1	-5%	14	3%	6%	11%	5%	5	i	2%
Cc1nc2[nH]c(=O)c3c(n2n1)NC1=C(C(=O)CC(C)(C)C1)C3c1ccc(F)cc1 (stereo not drawn)	-18%	8	-10%	-5%	.	13%	1	.	-8%
C=CCn1c(NCCc2ccccc2)nc2c1c(=O)n(C)c(=O)n2C	4%	6	.	.	3%	.	10	i	.
CN(C)CCNC(=O)c1coc(=O)c(Br)c1	-6%	10	.	.	8%	4%	9	.	2%
CCC(=O)Nc1nonc1-c1nc2ccccc2n1CC(C)C	3%	11	8%	26%	4%	-1%	6	i	-11%
CCCn1c(=NC(C)=O)c(C(=O)OCC)cc2c(=O)n3ccccc3nc21	6%	8	18%	13%	3%	5%	9	.	0%
O=C(NCC1CCCO1)c1ccc(/C=N/O)nc1 (stereo not drawn)	-1%	10	-8%	0%	.	4%	7	i	4%

Looked up one by one from above, 2 records:
SMILES	HT1080 cytotoxicity	PMK inhibit	KRASV12 cytotoxicity	HPDE-C7 cytotoxicity	LYP inhibition	Alkaline phosphatase	MK inhibit	Spn DPM-DC inh	Bfl-1 inhibitors	others
c1ccc(N2CCN(c3ncnc4c3oc3ccccc34)CC2)cc1	3%	5	-13%	-6%	.	10%	2	i	-9%
Cn1c(=O)oc2cc(S(=O)(=O)N3CCC(C(=O)NCc4cccs4)CC3)ccc21	-4%	9	-5%	-9%	12%	1%	6	i	-2%

Further records.
SMILES	HT1080 cytotoxicity	PMK inhibit	KRASV12 cytotoxicity	HPDE-C7 cytotoxicity	LYP inhibition	Alkaline phosphatase	MK inhibit	Spn DPM-DC inh	Bfl-1 inhibitors	others
CCOC(=O)C(CC(=O)O)N1CCCCC1 (stereo not drawn)	-5%	6	2%	2%	4%	5%	0	i	-4%
Cc1nc2sc3c(c2c(=O)o1)CCC3	8%	0	4%	5%	9%	11%	0	i	-5%	PMK inhibit pilot replicates=3.5;MK inhibit pilot replicates=1.0;Spn DPM-DC inh pilot screen %=4.0
CCOC(=O)C1CCCN(C(=O)C2CCN(c3nnc(-n4cccc4)s3)CC2)C1 (stereo not drawn)	-4%	11	-10%	-7%	-3%	-4%	7	i	0%
Oc1ccccc1CNc1nc2ccccc2n1CCN1CCCCC1	-2%	0	-4%	-4%	.	-1%	0	i	-7%
Cc1ccc(S(=O)(=O)N2CCN(S(=O)(=O)N(C)C)CC2)cc1	3%	0	8%	4%	10%	7%	0	i	-5%	PMK inhibit pilot replicates=3.5;MK inhibit pilot replicates=3.5;Spn DPM-DC inh pilot screen %=0.0
N#Cc1nc(-c2ccco2)oc1NCc1ccco1	-7%	13	23%	23%	4%	8%	12	.	-2%	PMK inhibit pilot replicates=0.5;MK inhibit pilot replicates=1.0
O=C1CCCc2c1[nH]c1c(Br)cccc21	7%	4	1%	-2%	12%	7%	11	i	4%
N#Cc1c(/N=C/c2cccs2)sc2c1CCC2	-3%	1	1%	4%	.	5%	11	i	-3%
COC(=O)CSC1=C(C#N)C(c2ccccc2)CC(=O)N1 (stereo not drawn)	-3%	19	-16%	-10%	7%	8%	0	i	8%	PMK inhibit pilot replicates=0.0;MK inhibit pilot replicates=0.0;Spn DPM-DC inh pilot screen %=0.0
O=C1NC(c2ccc3c(c2)OCO3)Nc2ccccc21 (stereo not drawn)	15%	11	14%	11%	6%	8%	6	.	3%
CCOC(=O)c1c(C)n(CCO)c2ccc(O)cc12	3%	1	-15%	-3%	7%	4%	10	i	1%
Cc1ccc(-n2nnnc2SCC(=O)c2c(N)n(CC(C)C)c(=O)n(C)c2=O)cc1	-1%	17	-4%	-6%	-6%	5%	5	i	-1%
O=C(CCCN1C(=O)CCC1=O)Nc1ccc2c(c1)OCO2	-14%	7	2%	-4%	14%	12%	2	i	-1%
Cc1onc(-c2ccccc2)c1C(=O)Nc1cccc2nsnc12	-2%	3	-4%	-12%	-3%	2%	7	i	5%
Cc1cc(NC(=O)c2cc(-c3ccco3)on2)nn1Cc1ccc(Cl)cc1	6%	11	0%	-3%	23%	6%	8	i	-5%
CC1Cc2ccccc2N1C(=O)Cn1nc(C(=O)O)c2ccccc2c1=O (stereo not drawn)	0%	11	-7%	4%	9%	4%	1	i	-9%
O=C1CC(C2CCCO2)C(=O)N1c1cccc(Cl)c1 (stereo not drawn)	-3%	0	-10%	-16%	4%	0%	0	i	0%
COC(=O)C1[C@H]2C(=O)N(Cc3cccs3)C[C@]23C=C[C@H]1O3 (stereo partly drawn)	0%	9	-6%	2%	-8%	5%	7	i	-5%
Cc1ccc(CNC(=O)CCCn2c(=O)c3ccccc3n(CC(=O)NCc3ccco3)c2=O)cc1	-1%	8	-8%	-14%	13%	9%	0	i	0%	PMK inhibit pilot replicates=0.0;MK inhibit pilot replicates=1.5;Spn DPM-DC inh pilot screen %=0.0
COc1ccc(C2=NOC(C(=O)NC3CCCCC3)C2)cc1OC (stereo not drawn)	-5%	17	5%	-22%	13%	9%	5	i	-7%	PMK inhibit pilot replicates=2.5;MK inhibit pilot replicates=0.5;Spn DPM-DC inh pilot screen %=0.0
Cc1cccc(N2C(=O)CC(N(O)c3ccccc3)C2=O)c1 (stereo not drawn)	2%	4	-12%	-22%	9%	0%	7	i	4%

Some of these compounds in order of count of non-hydrogen atoms, smallest number first.
SMILES	HT1080 cytotoxicity	PMK inhibit	KRASV12 cytotoxicity	HPDE-C7 cytotoxicity	LYP inhibition	Alkaline phosphatase	MK inhibit	Spn DPM-DC inh	Bfl-1 inhibitors	others
O=C1CC(C2CCCO2)C(=O)N1c1cccc(Cl)c1 (stereo not drawn)	-3%	0	-10%	-16%	4%	0%	0	i	0%
Cc1cc(NC(=O)c2cc(-c3ccco3)on2)nn1Cc1ccc(Cl)cc1	6%	11	0%	-3%	23%	6%	8	i	-5%
Cc1ccc(-n2nnnc2SCC(=O)c2c(N)n(CC(C)C)c(=O)n(C)c2=O)cc1	-1%	17	-4%	-6%	-6%	5%	5	i	-1%
